# PAD4 inh – PAD4 (human) enzyme inhibition; Q9UM07; recombinant PAD4, RCA probe fluorescence polarization; inhibition, % at 6.36 µM; hit rate 0.41% among 330,000;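 active = percent inhibition above a cutoff equal to the mean of all tested compounds plus 3 SD, cut at about 15% in these data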;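 note: 0% = PAD4 with RCA probe and DMSO and 100% = probe without PAD4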
# LYPLA1 counter – LYPLA1 (human) inhibition in PME1 counter-screen; O75608; recombinant LYPLA1, FP-Rh probe fluorescence polarization; inhibition, % at 5.9 µM; hit rate 0.16% among 320,000; AID 2174;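 active = inhibition above the mean of all tested compounds plus 3 SD, set per campaign, cut at about 14% in these data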;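 note: inhibitors block serine hydrolase probe labeling of LYPLA1 so polarization falls; 0% = enzyme with DMSO and 100% = wells lacking LYPLA1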
# Target sequence (O75608 whole entry, looked up): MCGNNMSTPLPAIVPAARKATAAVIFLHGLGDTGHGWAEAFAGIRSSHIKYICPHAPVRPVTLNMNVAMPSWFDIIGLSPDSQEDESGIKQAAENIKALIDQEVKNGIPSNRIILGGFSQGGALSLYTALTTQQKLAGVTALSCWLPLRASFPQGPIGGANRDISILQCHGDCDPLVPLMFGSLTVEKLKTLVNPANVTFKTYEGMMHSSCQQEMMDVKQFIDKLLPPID
# GSTO1 inh – GSTO1 inhibition, counter-screen for RBBP9 inhibitors. P78417. hit rate 1.1% among 300,000. recombinant GSTO1, activity-based probe fluorescence polarization. inhibition, % at 5.96 µM;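 active = inhibition above the campaign mean inhibition plus 3 SD, cut at about 35% in these data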;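 note: 0% = GSTO1-1 with DMSO and 100% = wells lacking GSTO1-1 enzyme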
# EBNA-1 inh – blocks EBNA-1 binding to DNA | EBNA-1 DNA binding, fluorescence polarization | inhibition, % at 14.8 µM | hit rate 0.34% among 300,000 | AID 1950; in the data active = inhibition above about 28%
# ZTA DNA inh – blocks Epstein-Barr virus ZTA, an EBNA-1 counter-screen | P03206 | ZTA-DNA binding, fluorescence polarization | inhibition, % at 11 µM | hit rate 0.15% among 320,000 | AID 2234; in the data active = inhibition above about 33%
# LYPLA2 inh – counter-screen for PME1 inhibitors: inhibitors of human LYPLA2; recombinant LYPLA2, FP-Rh probe fluorescence polarization; inhibition, % at 5.9 µM; O95372; hit rate 0.38% among 320,000; AID 2177;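 active = inhibition above the screen-wide mean plus 3 SD, limit set per campaign, cut at about 26% in these data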;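 note: 0% = LYPLA2 with DMSO and 100% = wells lacking LYPLA2 enzyme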
# PAFAH2 inh – PAFAH2 (human) inhibition. hit rate 0.99% among 340,000. inhibition, % at 3.39 µM. recombinant PAFAH2, FP-rhodamine activity probe, fluorescence polarization. Q99487;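 active = inhibition above the mean over all tested compounds plus 3 SD, cut at about 30% in these data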;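 note: inhibitors block probe labeling of enzyme so polarization drops; 0% = enzyme with DMSO and 100% = wells lacking PAFAH2 protein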
# PAFAH1B3 FP inh – PAFAH1B3 (human) inhibition; recombinant PAFAH1B3, FP-rhodamine probe, fluorescence polarization; inhibition, % at 3.39 µM; hit rate 0.28% among 340,000;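 active = inhibition above the screen-wide average of all tested compounds plus 3 SD, cut at about 25% in these data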;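 note: 0% = enzyme with DMSO only and 100% = wells lacking PAFAH1B3 protein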
# PREPL inh – inhibits the human prolyl oligopeptidase-like enzyme; recombinant PREPL, fluorescence polarization activity-based probe; Q4J6C6; inhibition, % at 5.96 µM; hit rate 0.68% among 320,000; in the data active = inhibition above about 43%;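 note: 0% = enzyme with DMSO and 100% = wells lacking enzyme; many of its hits are not listed in these tables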
# Target sequence (Q4J6C6 whole entry, looked up): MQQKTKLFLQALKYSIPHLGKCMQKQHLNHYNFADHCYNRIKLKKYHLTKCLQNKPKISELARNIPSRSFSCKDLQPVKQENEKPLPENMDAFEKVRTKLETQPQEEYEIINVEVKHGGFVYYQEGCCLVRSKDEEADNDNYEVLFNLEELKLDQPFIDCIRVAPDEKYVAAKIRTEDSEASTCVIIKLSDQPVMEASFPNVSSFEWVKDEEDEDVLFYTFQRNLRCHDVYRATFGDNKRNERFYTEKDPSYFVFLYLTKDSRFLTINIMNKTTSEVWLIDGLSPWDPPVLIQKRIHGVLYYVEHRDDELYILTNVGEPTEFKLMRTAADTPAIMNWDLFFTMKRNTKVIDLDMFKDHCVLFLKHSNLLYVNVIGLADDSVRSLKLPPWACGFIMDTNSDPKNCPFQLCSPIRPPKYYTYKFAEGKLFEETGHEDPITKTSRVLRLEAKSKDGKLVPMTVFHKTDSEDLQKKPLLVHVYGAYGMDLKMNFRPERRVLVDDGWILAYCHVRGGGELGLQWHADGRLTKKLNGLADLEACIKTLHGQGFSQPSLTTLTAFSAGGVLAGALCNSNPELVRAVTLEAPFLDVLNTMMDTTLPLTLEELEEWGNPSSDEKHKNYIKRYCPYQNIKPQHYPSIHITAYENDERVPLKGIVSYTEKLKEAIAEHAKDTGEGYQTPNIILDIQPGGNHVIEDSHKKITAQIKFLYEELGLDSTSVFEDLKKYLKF
# Starred values were filed as active, the others as inactive; x = not tested or not shown.
# Under each structure: PREPL inh, LYPLA1 counter, PAD4 inh, GSTO1 inh, EBNA-1 inh, ZTA DNA inh, PAFAH2 inh, PAFAH1B3 FP inh, LYPLA2 inh
Cc1ccc(NC(=O)CCCNC(=O)c2ccc(Cl)cc2)cc1S(=O)(=O)N1CCOCC1
 : -3.2, 2.7, 2.5, x, x, -2.7, -0.7, 11.5, 1.9
O=C(NCc1ccco1)NC1CCCCC1
 : 0.1, -1.5, 0.7, 2.4, -0.8, -7.2, -7.3, 3.2, -7.2
CCOC(=O)c1ccc(NS(=O)C23CC4CC(CC(C4)C2)C3)cc1 (stereo not drawn)
 : 4.7, -1.7, 0.3, 3.8, -7.9, 11.8, 0.6, 10.2, -5.9
CC(c1cccs1)N(Cc1ccco1)C(=S)Nc1ccccc1Cl (stereo not drawn)
 : -4.3, -0.3, 3.3, 9.0, 1.6, -3.3, 1.1, 4.8, -3.4
N#CCn1c(CCl)nc2ccccc2c1=O
 : 4.5, 4.0, -4.6, 48.2*, -0.1, 0.8, 6.7, 6.0, 4.1
CN1CCCN(C(=O)CC2(CC(=O)O)CCCCC2)CC1
 : -4.7, -1.2, 1.8, 7.1, 0.6, -5.5, 5.6, 13.1, -12.1
NC12CCc3c(no[n+]3[O-])C1(O)CC(c1ccccc1)=[N+]2[O-] (stereo not drawn)
 : 2.6, 1.3, -6.8, 2.3, -8.1, 5.1, 4.2, 5.5, -4.5
Nc1c(C(=O)CSc2nncn2-c2ccccc2)c(=O)[nH]c(=O)n1C1CC1
 : 4.2, 0.2, 5.6, x, x, -8.8, -0.2, -4.1, 0.0
O=C(COc1cccnc1[N+](=O)[O-])Nc1ccc(S(=O)(=O)N2CCOCC2)cc1
 : -5.8, 1.9, -4.6, 4.9, 6.9, -3.3, 4.8, 6.4, 10.3
C[C@H](CO)N1C[C@H](C)[C@@H](CN(C)CC2CC2)Oc2c(NS(=O)(=O)c3ccc(F)cc3)cccc2C1=O
 : 3.9, x, -8.9, x, x, x, 2.9, 9.6, x
O=C(c1cc(F)c(F)cc1Cl)N1CCN(c2ccc([N+](=O)[O-])c3ncccc23)CC1
 : 25.4, -0.7, 0.9, 3.9, 5.1, -1.1, -6.9, -3.0, -2.8
CCOc1ccccc1NC(=O)NCc1ccc2c(c1)OCO2
 : -3.9, -3.2, 3.6, 8.9, -14.7, -15.2, 6.3, 0.6, -8.1
CCCCN1Cc2cc(C(=O)c3cc(OC)ccc3O)cnc2NC1=O
 : 1.0, -1.8, 1.2, 5.4, 6.2, -4.6, -1.4, 3.2, 0.6
O=c1[nH]c(C2CCN(S(=O)(=O)c3ccccc3F)CC2)nc2c1nnn2Cc1ccc(F)cc1
 : -8.4, -1.0, 1.9, 28.6, -4.2, -8.5, -7.8, 4.0, 0.0
COc1ccccc1-n1cnnc1SCC(=O)c1cc(C)n(Cc2cccs2)c1C
 : 9.1, -5.3, -3.7, -0.7, -11.9, -17.2, -6.8, 5.9, -13.6
C=CCn1c(COc2ccc(OC)cc2)nnc1SC(C)C(=O)NC1CC1 (stereo not drawn)
 : 3.5, -4.2, -5.1, x, x, 14.6, -0.1, 3.6, -5.6
COc1ccc(S(=O)(=O)NCc2ccco2)cc1NC(=O)c1ccccc1
 : 13.1, -2.8, 1.9, 9.1, 0.0, -3.5, 0.5, -4.3, 4.6
COCCNC(=O)c1c[nH]c2ccc(OC)cc2c1=O
 : -5.6, 3.8, 3.6, 5.6, 13.4, -5.3, 7.2, -1.9, 5.6
CNC(=O)NC(=O)COC(=O)c1ccc(-n2c(C)ccc2C)cc1
 : 9.8, -5.3, 2.0, 9.4, 12.5, -8.7, 5.4, -1.4, -0.2
O=C(Cn1cc2c(n1)CCCCC2)N1CCCCC1
 : 0.3, 4.0, 0.3, 7.8, 1.4, -15.1, 0.3, -4.5, 0.2
COc1ccccc1S(=O)(=O)Cc1ccc(C(=O)NCCN(C)C)o1
 : -4.5, 1.9, 2.9, 5.8, 1.8, -3.7, -5.8, 5.5, -4.2
CCOC(=O)N1CCN(C(=O)COc2ccc(Cl)cc2C)CC1
 : 17.1, 8.4, 1.0, 6.1, -5.2, 3.3, 4.4, 16.8, 7.0
CCCCNC(=O)c1ccc(NS(=O)(=O)c2ccccc2)cc1
 : 13.4, 2.1, 1.2, -3.4, 1.8, -3.8, 6.6, 5.2, -0.5
Cc1ccsc1CN1CC(=O)N(c2c(C)cccc2C)C1=S
 : 0.8, -6.2, -0.1, 7.3, -6.2, -1.9, 4.5, 2.0, -7.6
CCC(=O)Nc1nnc(S(=O)(=O)N(C)Cc2ccco2)s1
 : -0.1, 0.4, -3.0, -1.3, -0.8, -4.6, 5.5, 4.1, 4.4
Brc1ccccc1-n1nnc(-c2nccs2)n1
 : 3.7, -0.2, -2.8, 1.0, 7.9, 0.8, 14.1, -1.4, 0.7
O=C(NCC(c1cccnc1)N1CCN(c2ccccc2)CC1)C1CCCCC1 (stereo not drawn)
 : 7.0, -1.2, -3.6, 3.5, -6.0, -12.7, 3.5, -4.0, 0.4
COc1ccc(C(=O)OCC(=O)NC2CC2)cc1[N+](=O)[O-]
 : 2.3, 1.1, -2.4, 4.3, -4.5, 5.1, 31.2*, 11.6, 2.8
CCCn1nc(NS(=O)(=O)c2cccc3nonc23)c2cc3ccccc3nc21
 : 18.8, 3.4, -3.1, -3.6, -19.4, 6.2, 5.7, 6.1, 2.7
Cc1oc2ccc(O)cc2c1C(=O)c1ccccc1
 : 6.7, -1.1, -2.6, 3.8, -0.8, -6.5, 1.9, 1.7, 2.3
CC(C)CC(=O)/C(=C/c1ccc(N(C)C)cc1)n1cncn1
 : 2.8, -0.4, 1.2, 1.2, -4.3, 8.0, -5.8, 1.9, 4.4
Cc1cccc2cc(C#N)c(NCCCn3ccnc3)nc12
 : 12.1, -1.2, 3.6, -2.1, 1.0, 4.6, -4.7, -5.5, -1.5
CCCNS(=O)(=O)c1cccc(C(=O)NC2CCCc3ccccc32)c1 (stereo not drawn)
 : 1.9, -1.7, -0.9, -5.7, -2.6, 5.0, -3.0, 4.6, -1.5
CCn1nc(C(C)C)cc1C(=O)N1CCCC(CO)(Cc2ccc(F)cc2F)C1 (stereo not drawn)
 : 14.3, -4.9, 3.2, -7.1, -3.8, 8.4, -1.5, 4.5, -12.8
CCOc1ccc(NC(=S)NCc2cccnc2)cc1
 : 23.2, -1.8, -0.4, 5.3, -8.1, -10.9, 5.0, -0.4, -2.1
COc1ccc(Br)cc1CNC(=O)Nc1cccs1
 : 6.1, -3.0, 1.4, 0.6, -6.6, 11.6, 4.6, 3.3, 3.2
CCOC(=O)/C(C#N)=C/c1cn(CCC(=O)O)nc1-c1cccc(Br)c1
 : 9.3, 0.5, -2.6, 24.7, -1.8, -7.1, -0.1, 7.8, 5.1
CC(C)Cn1c(=O)n(C)c(=O)c2[nH]cnc21
 : -6.4, -0.3, -4.4, 5.1, -3.5, 0.2, -2.2, 0.4, -4.4
N#Cc1cnn(-c2ncnc3sc4c(c23)CCCC4)c1N
 : 11.8, -0.8, 3.8, -0.7, -5.6, 4.3, -0.7, 10.0, -6.8
CCN(CC(=O)NCc1ccc(Cl)cc1)C(=O)/C=C/c1ccccc1
 : -34.3, 4.6, -0.3, -6.4, 12.1, -3.5, 2.2, 6.1, 1.9
CCOc1ccc(CCNC(=O)C2CCCN2C(=O)OCc2ccccc2)cc1OCC (stereo not drawn)
 : 8.7, -2.0, 6.3, -2.7, -3.1, 3.4, -3.6, -0.3, -12.3
CC(C)OCCCNC(=O)c1c(N)n(/N=C/c2cccs2)c2nc3ccccc3nc12
 : -10.8, -2.1, 7.8, 5.2, -4.2, -9.5, -5.4, 2.7, -3.1
COc1ccc(NC(=O)C(NC(=O)OC(C)(C)C)C(C)OCc2ccccc2)cc1 (stereo not drawn)
 : -3.8, -2.5, 5.2, -2.7, -2.9, -10.1, -1.6, 0.8, 3.8
CC(C)C(=O)Nc1cccc(C(=O)OCC(=O)c2ccc(Cl)cc2Cl)c1
 : 15.1, -1.5, -0.2, -9.5, 41.0*, 4.0, 7.8, -1.4, 14.0
COc1ccc(S(=O)(=O)NC(CC(=O)NCCc2ccc(OC)c(OC)c2)C(C)C)cc1 (stereo not drawn)
 : -2.0, 1.3, -2.2, 6.7, 4.2, 13.2, 3.5, 1.3, 6.6
N#C/C(=C\c1ccc(O)c(Br)c1)C(=O)N1CCCCC1
 : 4.9, -2.9, 0.7, 3.0, -13.7, -15.8, 10.6, 4.7, -1.6
Cc1ccc(-c2nn(-c3cc(Cl)ccc3[N+](=O)[O-])c(=O)c3ccccc23)cc1
 : 7.8, -4.1, -3.0, 1.3, -18.5, -20.1, -16.5, 7.0, -5.6
O=C(O)c1ccc(Br)c(S(=O)(=O)N2CCCC2)c1
 : -1.0, -0.6, -0.5, 4.3, 13.4, -10.5, -2.9, -2.5, 3.2
O=C(c1ccc(-c2nnc(Nc3ccccc3)c3ccccc23)cc1)N1C[C@H]2C[C@H](C1)c1cccc(=O)n1C2
 : 0.7, -3.9, -5.4, 6.0, 0.7, -26.9, 11.1, 1.2, 3.2
CN(CC(=O)Nc1ccc(F)cc1)C(=O)CCc1ccccc1
 : -10.9, 2.2, -7.0, 2.7, 5.8, 2.9, 3.1, 4.7, 8.1
Cc1nnc(SCc2ccc(F)cc2)s1
 : -1.3, 1.4, 2.8, -2.3, -3.3, -5.9, 4.2, 4.7, 4.4
O=C(CCC(=O)c1cccs1)OCc1ccc([N+](=O)[O-])cc1
 : 1.7, 1.9, 2.2, x, x, -15.4, 0.2, 9.4, 15.9

# Some of these compounds in order of SMILES length, lowest first:
# Under each structure: PREPL inh, LYPLA1 counter, PAD4 inh, GSTO1 inh, EBNA-1 inh, ZTA DNA inh, PAFAH2 inh, PAFAH1B3 FP inh, LYPLA2 inh
O=C(O)c1ccc(Br)c(S(=O)(=O)N2CCCC2)c1
 : -1.0, -0.6, -0.5, 4.3, 13.4, -10.5, -2.9, -2.5, 3.2
CN(CC(=O)Nc1ccc(F)cc1)C(=O)CCc1ccccc1
 : -10.9, 2.2, -7.0, 2.7, 5.8, 2.9, 3.1, 4.7, 8.1
N#C/C(=C\c1ccc(O)c(Br)c1)C(=O)N1CCCCC1
 : 4.9, -2.9, 0.7, 3.0, -13.7, -15.8, 10.6, 4.7, -1.6
CCN(CC(=O)NCc1ccc(Cl)cc1)C(=O)/C=C/c1ccccc1
 : -34.3, 4.6, -0.3, -6.4, 12.1, -3.5, 2.2, 6.1, 1.9
CCOc1ccc(CCNC(=O)C2CCCN2C(=O)OCc2ccccc2)cc1OCC (stereo not drawn)
 : 8.7, -2.0, 6.3, -2.7, -3.1, 3.4, -3.6, -0.3, -12.3
COc1ccc(NC(=O)C(NC(=O)OC(C)(C)C)C(C)OCc2ccccc2)cc1 (stereo not drawn)
 : -3.8, -2.5, 5.2, -2.7, -2.9, -10.1, -1.6, 0.8, 3.8
CC(C)OCCCNC(=O)c1c(N)n(/N=C/c2cccs2)c2nc3ccccc3nc12
 : -10.8, -2.1, 7.8, 5.2, -4.2, -9.5, -5.4, 2.7, -3.1
COc1ccc(S(=O)(=O)NC(CC(=O)NCCc2ccc(OC)c(OC)c2)C(C)C)cc1 (stereo not drawn)
 : -2.0, 1.3, -2.2, 6.7, 4.2, 13.2, 3.5, 1.3, 6.6
Cc1ccc(-c2nn(-c3cc(Cl)ccc3[N+](=O)[O-])c(=O)c3ccccc23)cc1
 : 7.8, -4.1, -3.0, 1.3, -18.5, -20.1, -16.5, 7.0, -5.6
O=C(c1ccc(-c2nnc(Nc3ccccc3)c3ccccc23)cc1)N1C[C@H]2C[C@H](C1)c1cccc(=O)n1C2
 : 0.7, -3.9, -5.4, 6.0, 0.7, -26.9, 11.1, 1.2, 3.2

# Screens (PubChem)

# A portion of the library, so the mix of outcomes need not match the whole.
